Screens from PubChem.
ASM inhibitor = blocks human secretory acid sphingomyelinase. hit rate 0.006% among 340,000. placental ASM, HMU-PC fluorogenic substrate, 60 min. AID 504937. Potency, µM (titrated, usually from 57.5 µM), for the others: at the top dose activity change, negative = inhibition, usual class: inhibitors. P17405; note: potency is the fitted concentration of half-maximal effect
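Fluorogenic HMU-PC substrate (9 uM final) is turned over by placental ASM in 60 min at 37 C after a 10 min compound preincubation. Reaction ended by alkaline stop (pH 10), with fluorescence read at 386/447 nm.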
uPA generation = blocks generation of uPA at the cell surface; AID 540303; hit rate 0.31% among 330,000; Potency, µM (titrated, usually from 38.3 µM), without a hit: at the top dose activity change, negative = inhibition, hits mostly inhibitors; cell surface uPA generation assay, qHTS; active = well fitted inhibition curve with a large enough effect; inconclusive = small, poorly fitted or top-dose-only effect; inactive = no such curve, though single readings can be large or run the other way; tested in mouse RAW 264.7 cells; note: potency is the fitted concentration of half-maximal effect; % is set by controls: 0 for no effect and ±100 for the full control effect; nearly all actives have a fitted effect of over 55% in size
B2AR arrestin = beta2AR (human) beta-arrestin recruitment activity; beta-arrestin recruitment to beta2AR, cell-based reporter; Potency, µM (series often up to 46.1 µM), for the others: top-dose activation, actives largely listed as activators; P07550; hit rate 0.02% among 330,000;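 note: potency is the fitted concentration of half-maximal effect; 0% = DMSO controls and full agonism = EC100 isoproterenol or metaproterenol; nearly all actives have a fitted effect of over 65% in size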
PTAP TSG101 blk = blocks PTAP/TSG101 interaction to inhibit HIV-1 budding; Fluorescence polarization, FITC-PTAP peptide / Tsg101 binding; 340,000 tested, under 10 active; AID 493005; Potency, µM (titrated, usually from 115 µM), for inactives: at the top dose activity change, negative = inhibition, most hits filed as inhibitors; active = well fitted inhibition curve with a large enough effect in the main read-out, with a control signal flat, not every such curve was filed as active; inconclusive = small, poorly fitted or top-dose-only effect, or effect the other way, or a change in a side signal; inactive = no such curve, though single readings can be large or run the other way; note: potency is the fitted concentration of half-maximal effect; % of control where 0% means no effect
Target sequence (Q99816 whole entry, looked up): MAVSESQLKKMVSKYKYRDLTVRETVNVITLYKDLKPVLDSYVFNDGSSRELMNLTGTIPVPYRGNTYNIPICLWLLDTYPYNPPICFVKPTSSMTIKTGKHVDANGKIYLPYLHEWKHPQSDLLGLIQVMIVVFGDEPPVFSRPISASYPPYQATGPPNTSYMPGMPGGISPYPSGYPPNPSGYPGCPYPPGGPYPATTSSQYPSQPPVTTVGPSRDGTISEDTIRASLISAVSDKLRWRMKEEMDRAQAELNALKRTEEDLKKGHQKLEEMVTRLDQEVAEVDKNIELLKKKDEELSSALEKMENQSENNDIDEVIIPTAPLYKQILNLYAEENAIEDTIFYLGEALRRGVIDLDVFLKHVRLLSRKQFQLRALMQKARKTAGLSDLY
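Fluorescence anisotropy tracks displacement of a FITC-tagged PTAP peptide (50 nM) from the Tsg101 binding domain (10 uM), following a 20 min room-temperature incubation at pH 7.5.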
BRCA1 expr act = BRCA1 expression activation; MCF7-BRCA1-FFLuc reporter, luminescence, 48 h; response scale: scaled: vehicle 0%, 10 µM genistein 100%; Potency, µM (series often up to 46.1 µM), for the others: top-dose activation, actives largely listed as activators; hit rate 1.1% among 380,000; AID 624202; note: potency is the fitted concentration of half-maximal effect; nearly all actives have a fitted effect of over 80% in size; some results filed as inactive show a strong effect at the top dose
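Using MCF7 cells harboring a BRCA1 firefly luciferase reporter, plated 2 h before compound pinning, the screen measured luminescence after 48 h incubation. Responses were normalized to DMSO and 10 microM genistein, then fitted for concentration-effect.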
Eya2 inh = blocks the phosphatase activity of human Eya2; Potency, µM (titrated, usually from 76.9 µM), for inactives: at the top dose activity, negative = inhibition, actives largely listed as inhibitors; recombinant Eya2, OMFP fluorescence dephosphorylation (OMFP is methylfluorescein phosphate); hit rate 0.006% among 330,000; note: potency is the fitted concentration of half-maximal effect; % is set by controls: 0 for no effect and ±100 for the full control effect
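Eya2 protein (added as 0.2 uM solution) was preincubated with compound for 10 min at ambient temperature in 50 mM HEPES pH 7.5, 50 mM NaCl, 5 uM MgCl2, 0.05% BSA, 1 mM DTT. OMFP (added at 50 uM) then reacted 10 min; fluorescence read at 485/525 nm.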
USP2a inh = blocks human ubiquitin-specific protease USP2a. hit rate 0.01% among 330,000. Potency, µM (top dose mostly 38.3 µM), without a hit: at the highest dose activity change, negative = inhibition, actives largely listed as inhibitors. O75604. AID 463254. USP2 core, Ub-CHOP2 coupled fluorogenic reporter, 485/531;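 note: potency is the fitted concentration of half-maximal effect; plate controls were DMSO wells for no effect and full inhibition by NEM control for full effect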
Target sequence (O75604 whole entry, looked up): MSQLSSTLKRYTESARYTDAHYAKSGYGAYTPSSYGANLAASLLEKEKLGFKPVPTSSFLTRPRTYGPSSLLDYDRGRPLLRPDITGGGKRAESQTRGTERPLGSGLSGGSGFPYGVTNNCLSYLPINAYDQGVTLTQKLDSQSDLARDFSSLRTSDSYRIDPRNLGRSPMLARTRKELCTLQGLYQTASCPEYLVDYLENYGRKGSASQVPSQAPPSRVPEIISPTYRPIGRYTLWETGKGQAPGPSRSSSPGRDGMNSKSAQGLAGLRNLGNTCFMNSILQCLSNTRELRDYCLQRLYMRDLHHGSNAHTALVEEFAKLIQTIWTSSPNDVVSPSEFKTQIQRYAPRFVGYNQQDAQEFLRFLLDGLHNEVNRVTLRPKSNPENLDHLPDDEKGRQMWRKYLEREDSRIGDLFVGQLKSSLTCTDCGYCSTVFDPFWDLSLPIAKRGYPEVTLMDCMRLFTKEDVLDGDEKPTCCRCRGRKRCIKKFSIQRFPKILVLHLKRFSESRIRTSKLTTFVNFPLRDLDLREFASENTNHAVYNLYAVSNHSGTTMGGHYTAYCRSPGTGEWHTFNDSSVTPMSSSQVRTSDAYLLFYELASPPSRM
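USP2 core (10nM final) preincubated 30min RT with compound in 20mM Tris-HCl pH 8.0, 2mM CaCl2, 2mM beta-mercaptoethanol, 0.05% CHAPS; 25nM Ub-CHOP2 plus 25nM reporter substrate added, fluorescence (Ex485/Em531) read after 60min.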
p53 reactivation = re-activators of mutant p53; H1299 p53-A138V BP100-luciferase reporter, luminescence, 24 h; Potency, µM (series often up to 92.2 µM), inactives show top-dose activity change, positive = activation, actives largely listed as activators; hit rate 0.063% among 320,000; AID 504706; note: potency is the fitted concentration of half-maximal effect; % of control where 0% means no effect; nearly all actives have a fitted effect of over 45% in size
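H1299 (p53-null), stable ts p53-A138V + BP100-Luc; 1000 cells/well, Opti-MEM/10% FBS; cpd 4 pt, 1:5; 24 h, 37 deg C, 5% CO2; detection reagent 10 min RT; luminescence.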
ELG1 genotoxic = induces genotoxicity in HEK293T cells with luciferase-tagged ELG1; HEK293T ELG1-luciferase reporter, luminescence, 16 h; Potency, µM (highest dose often 46 µM), for inactives: top-dose activity change, positive = activation, actives largely listed as activators; hit rate 1.3% among 330,000; AID 504466; note: potency is the fitted concentration of half-maximal effect; % of control where 0% means no effect; nearly all actives have a fitted effect of over 60% in size
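Reporter readout depends on ELG1 protein level, which increases with genetic stress. After 16 hr compound exposure at 37 °C, luciferase activity was quantified using ONE-Glo.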
Integrin act MD = activates integrin-mediated alleviation for muscular dystrophy. alpha7betagal myoblasts, beta-gal FDG fluorescence, 48 h. Potency, µM (titrated, usually from 38.3 µM), for inactives: top-dose activation, usual class: activators. hit rate 0.064% among 350,000;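 note: potency is the fitted concentration of half-maximal effect; 100% = response of the positive control SU9516; nearly all actives have a fitted effect of over 60% in size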
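Alpha7betagal+/- myoblasts (passage 13) were plated 16-24 hr, then exposed to compounds (1:260 dilution of DMSO stock) for 48 hours at 37C. After MPER lysis, β-galactosidase reporter activity was read as FDG fluorescence (ex 480/em 540) after 30 minutes.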
TRPV1 ag = agonists of human vanilloid receptor 1 (TRPV1) | hit rate 0.19% among 320,000 | Q8NER1 | TRPV1-expressing cells, Fluo-8 calcium influx, agonist mode | activation, % at 8.33 µM; in the data active = activation above about 80%; inconclusive = between about 30% and that limit; note: 0% is about no effect
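Fluo-8 calcium influx in TRPV1-expressing cells, kinetic read (ex 480/em 520 nm). Compound added and read 3 min for agonist activity, followed by capsaicin at EC20 final and 2 min further read for enhancement.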
* hit, by the source's call; ? = inconclusive; / = no result given; & = joins results of further samples; [ ] = another dose, or the depositor's remark. Unless noted, calls come from the whole dose curve; as a rule, active = well fitted curve in the direction sought with a large enough effect; inconclusive = small, poorly fitted or top-dose-only effect, or another doubt; inactive = no such curve, though single readings can be large; an effect the other way counts as inactive or inconclusive.

SMILES	ASM inhibitor	uPA generation	B2AR arrestin	PTAP TSG101 blk	BRCA1 expr act	Eya2 inh	USP2a inh	p53 reactivation	ELG1 genotoxic	Integrin act MD	TRPV1 ag
CCCC(C(=O)Nc1ccc(S(=O)(=O)Nc2nccs2)cc1)c1ccccc1 (centres undefined)	-2%	-1%	0.5%	0%	5%	-19%	3%	11%	7%	2%	-1
O=c1cc(CN2CCN(S(=O)(=O)c3ccccc3)CC2)nc2sccn12	1%	1%	-0.3%	-1%	11%	2%	10%	2%	0%	25%	-2
Cc1ccc2nc(SCC(=O)c3ccc4c(c3)OCO4)[nH]c2c1	-1%	3%	-0.3%	-7%	-2%	-9%	1%	?	6%	2%	6
Nc1cc(=O)n(Cc2ccccc2)c(=O)n1Cc1ccccc1	6%	1%	/	-3%	13%	/	/	/	/	-8%	/
Oc1ccccc1OCc1nc2ccccc2s1	-1%	-5%	0.2%	-2%	73%	-5%	5%	?	8.2µM*	?	2
COc1ccc(Cn2cccc(NC(=O)Nc3ccc(F)cc3)c2=O)cc1	-1%	9%	-0.3%	-4%	-9%	-1%	-9%	-2%	-7%	-52%[inhibitor]	29
O=C(C1=C(O)C(=O)N(CCCN2CCOCC2)C1c1ccccn1)c1cc2ccccc2o1 (centres undefined)	-1%	-4%	-0.2%	-4%	-39%	-3%	-2%	1%	3%	6%	-5
O=C1CC(c2ccccc2)CN1S(=O)(=O)c1ccccc1 (centres undefined)	1%	-14%	-1.3%	-1%	0%	-12%	-1%	-1%	-2%	17%	/
COc1ccc(C2C(=O)N(CCc3ccccc3)CC(=O)N2C2CCCCC2)cc1 (centres undefined)	2%	/	0.5%	-16%	-28%	13%	0%	-3%	3%	4%[7.66 µM]	?
C=CCNC(=S)Nc1c(C(=O)OC)[nH]c2cc(OC)ccc12	-1%	-6%	-0.3%	-1%	-23%	-1%	3%	5%	?	?	-3
C#CCOCCOCCOCCNc1nc(N2CCN(C(=O)[C@H](CCCN=C(N)N)n3cc(C(N)[C@@H](C)CC)nn3)CC2)nc(N2CCN(C(=O)[C@H](CCC(=O)O)n3cc([C@@H](N)CO)nn3)CC2)n1 (some centres undefined)	-3%	-16%	-0.2%	0%	12%	-19%	0%	4%	-1%	15%	/
CCSc1nc2nc(C)cc(C)n2n1	3%	-1%	-0.1%	-7%	-15%	0%	2%	1%	1%	4%	-3
COc1ccc(OC)c2[nH]c(=O)c(CCNC(=O)c3ccc(Br)o3)cc12	5%	-7%	0.2%	-4%	-1%	8%	3%	-19%	-19%	10%	0
CC(C)c1ccccc1NC(=O)COC(=O)CCN1C(=O)/C(=C\C=C\c2ccccc2)SC1=S	-18%	3%	-0.6%	-2%	-72%	0%	2%	-21%	1%	-52%[inhibitor]	0
COc1ccc(Cl)c2sc(N3CCN(C(=O)c4ccco4)CC3)nc12	-3%	-3%	0.7%	0%	-18%	3%	-1%	-3%	-35%[inhibitor]	-31%	?
COc1cccc(CC(=O)NN2C(=O)NC3(CCCCC3)C2=O)c1	-2%	-15%	0.2%	-2%	1%	-2%	-2%	18%	0%	21%	2
O=C(c1cccc(Cl)c1)N1CCC2CC1c1cc(-c3ccc(F)cc3)ccc12 (centres undefined)	-16%	5%	/	-1%	-8%	/	/	/	/	-1%	/
COCc1cc(=O)[nH]c(/N=C(\N)Nc2ccc(Cl)c(Cl)c2)n1	-1%	0%	-0.1%	-2%	-10%	13%	-1%	-4%	-1%	15%	1
COc1ccc(C(=O)c2cc3cccc(OC)c3o2)cc1	-5%	-6%	0.0%	0%	?	9%	-1%	3%	?	-22%	27
Cc1ccc(F)cc1NC(=O)N1CCCN(c2ccc(C(F)(F)F)cn2)CC1	-1%	4%	-0.9%	-1%	-25%	-6%	-2%	-6%	-7%	-19%	25
O=C(/C=C/c1ccc([N+](=O)[O-])cc1)NCCOc1ccc(F)cc1	0%	-1%	0.1%	-7%	-1%	-13%	-1%	1%	2%	-5%	4
COc1cc(/C=N/NC(=O)c2cc(C3CC3)[nH]n2)cc(OC)c1OC	0%	2%	0.9%	-7%	2%	5%	1%	-10%	-1%	20%	-1
CCC(=O)c1c[nH]c(C(=O)NCCCN2CCOCC2)c1	-1%	-3%	0.1%	2%	6%	0%	-2%	-1%	0%	6%	/
O=C(/C=C/c1ccc(O)cc1)c1ccc(O)cc1O	4%	13%	2.8%	-2%	-22%	-6%&4%	3%	?	?	/	0
CC(C)c1[nH]nc2c1C(c1ccco1)C(C#N)=C(N)O2 (centres undefined)	1%	-14%	-1.0%	-3%	-5%	-4%	3%	11%	11%	-9%	-3

The list goes on; the last two above are carried over.
SMILES	ASM inhibitor	uPA generation	B2AR arrestin	PTAP TSG101 blk	BRCA1 expr act	Eya2 inh	USP2a inh	p53 reactivation	ELG1 genotoxic	Integrin act MD	TRPV1 ag
O=C(/C=C/c1ccc(O)cc1)c1ccc(O)cc1O	4%	13%	2.8%	-2%	-22%	-6%&4%	3%	?	?	/	0
CC(C)c1[nH]nc2c1C(c1ccco1)C(C#N)=C(N)O2 (centres undefined)	1%	-14%	-1.0%	-3%	-5%	-4%	3%	11%	11%	-9%	-3
N#Cc1ccccc1OCc1cn(CC(=O)c2ccc(O)cc2)nn1	2%	1%	/	2%	43%	/	/	/	/	7%	/
Cc1ncoc1C(=O)N1CCCC(C(=O)c2cccc3ccccc23)C1 (centres undefined)	0%	20%	0.0%	-8%	0%	7%	0%	1%	-5%	-8%	?
O=C(CCN1C(=O)c2ccccc2C1=O)N1CCN(C(=O)c2ccccc2)CC1	2%	3%	0.2%	-4%	-13%	-3%	0%	-7%	-1%	11%	-3
CCN(CC)S(=O)(=O)c1cccc(NC(=O)c2cncc(Br)c2)c1	-1%	10%	0.0%	3%	-8%	9%	1%	0%	-8%	-1%	2
CCOc1ccc(CC(=O)Nc2c(C(=O)Nc3ccccc3)oc3ccccc23)cc1OCC	-1%	5%	0.4%	-11%	-15%	-3%	2%	2%	4%	11%	-1
CC(C)COCC(CN(Cc1ccccc1)c1ccccc1)N1CCCC1 (centres undefined)	-5%	26%	-0.2%	-2%	20%&-9%	-9%&-5%	0%	/	/	/	21
CCOC(=O)NC(NC(=S)Nc1ccccc1[N+](=O)[O-])C(Cl)(Cl)Cl (centres undefined)	0%	3%	0.2%	-5%	-13%	-7%	5%	-1%	-9%	-24%	0
C=Cc1c(C)c2cc3[nH]c(cc4nc(cc5nc(cc1[nH]2)C(C)=C5CCC(=O)O)C(CCC(=O)O)=C4C)c(C)c3C=C	-12%&-26%	-20%&0%	0.0%	-2%&-6%	-32%&-9%&26%	-14%&19%	0%	-2%	7%	24%	0
COc1cc(-c2nc(C(=O)NC3CCCCC3)cc3c2[nH]c2ccccc23)cc(OC)c1OC	32%	?	0.1%	-6%	-30%	-25%	1%	/	-4%	-16%	1
COc1cccc(OCc2cc(/C=N/NC(=O)c3ccn[nH]3)ccc2OC)c1	-4%	-8%	-0.6%	-3%	-21%	-1%	2%	11%	8%	-10%	0
c1ccc(Nc2cc(-c3ccccc3)nc3ncnn23)cc1	-5%	/	0.0%	1%	-21%	-7%	2%	-20%	-2%	-14%	-6
Nc1c(C(=O)c2ccccc2)sc2c1c(=O)[nH]c(=O)n2-c1ccccc1	-20%	-6%	0.2%	-5%	-22%	2%	3%	-1%	1%	4%	-3
O=C(NCCN1CCOCC1)C(=O)c1c[nH]c2ccccc12	-3%	5%	-0.7%	0%	32%	-5%	1%	-4%	2%	?	-4
COc1cc(C)c(S(=O)(=O)N2CCCC2)cc1C(C)C	-1%	-2%	-0.3%	-4%	-22%	8%	-2%	-1%	-6%	-45%[inhibitor]	9

Profiles as entered above. Screens in order: ASM inhibitor	uPA generation	B2AR arrestin	PTAP TSG101 blk	BRCA1 expr act	Eya2 inh	USP2a inh	p53 reactivation	ELG1 genotoxic	Integrin act MD	TRPV1 ag
Results for `COc1cc(C)c(S(=O)(=O)N2CCCC2)cc1C(C)C` → -1%	-2%	-0.3%	-4%	-22%	8%	-2%	-1%	-6%	-45%[inhibitor]	9
Results for `CCOc1ccc(CC(=O)Nc2c(C(=O)Nc3ccccc3)oc3ccccc23)cc1OCC` → -1%	5%	0.4%	-11%	-15%	-3%	2%	2%	4%	11%	-1
Results for `COc1cc(-c2nc(C(=O)NC3CCCCC3)cc3c2[nH]c2ccccc23)cc(OC)c1OC` → 32%	?	0.1%	-6%	-30%	-25%	1%	/	-4%	-16%	1
